Compound activity deposited in PubChem BioAssay by several laboratories.
BH1578 lux ind – inducers of Vibrio cholerae quorum light production without autoinducers, primary screen, BH1578 luxS cqsA deficient, single point | V. cholerae BH1578 lux reporter, luminescence, 6 h | activation, % at 18.7 µM | hit rate 0.16% among 350,000 | AID 588436, 2011; in the data active means activation mostly above about 9.7%, no sharp cut-off; further: not every result past the cut was called active; inactives centre near 0; reference of the scale not given here
MazF activator – activators of E. coli MazEF toxin-antitoxin RNase, primary screen, biochemical, fluorescence, uHTS | activation, % at 20 µM | Endoribonuclease toxin MazF (Escherichia coli (strain K12)), P0AE70 | FAM/BHQ RNA-DNA oligo cleavage fluorescence, 5 h | AID 504720, 2011 | hit rate 0.32% among 350,000; in the data active means activation above about 50%
Target sequence (P0AE70 whole entry, looked up): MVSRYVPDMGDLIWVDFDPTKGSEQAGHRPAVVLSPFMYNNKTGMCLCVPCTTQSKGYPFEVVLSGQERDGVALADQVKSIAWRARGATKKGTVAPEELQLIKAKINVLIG
TcdB GH inh – TcdB glycohydrolase inhibitors, primary screen, biochemical, single point, plate reader | Toxin B (Clostridioides difficile), P18177 | TcdB glycohydrolase enzymatic assay | inhibition, % at 9.99 µM | hit rate 0.24% among 350,000 | AID 652162, 2013; in the data active means inhibition above about 10%
Rv3671c protease – Rv3671c serine protease inhibitors, primary screen, biochemical, fluorescence polarization, M. tuberculosis H37Rv; inhibition, % at 5.96 µM; hit rate 0.048% among 320,000; P9WHR9; in the data active means inhibition above about 38%;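 further: extracellular domain of Rv3671c used as enzyme; 0% = enzyme with DMSO and 100% = no enzyme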
Target sequence (P9WHR9 whole entry, looked up, the tested form may be a part): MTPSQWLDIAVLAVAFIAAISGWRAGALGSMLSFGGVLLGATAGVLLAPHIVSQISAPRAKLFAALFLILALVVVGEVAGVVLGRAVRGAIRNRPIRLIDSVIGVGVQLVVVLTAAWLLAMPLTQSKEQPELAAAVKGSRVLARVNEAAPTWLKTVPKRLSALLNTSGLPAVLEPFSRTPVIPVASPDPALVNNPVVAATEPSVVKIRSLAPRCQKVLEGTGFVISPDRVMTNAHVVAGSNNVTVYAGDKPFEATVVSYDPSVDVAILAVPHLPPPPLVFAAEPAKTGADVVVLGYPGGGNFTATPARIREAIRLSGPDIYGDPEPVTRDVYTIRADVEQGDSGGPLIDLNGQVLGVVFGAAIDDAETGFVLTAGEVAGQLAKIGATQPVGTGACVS
3CLpro inhibitor – SARS-CoV 3CLpro protease inhibitors, primary screen, biochemical, quenched FRET | Replicase polyprotein 1ab (Severe acute respiratory syndrome coronavirus), P0C6X7 | recombinant SARS-CoV 3CLpro, quenched FRET peptide cleavage | inhibition, % at 6 µM | hit rate 0.14% among 290,000; in the data active means inhibition above about 12%
DUSP3 inh – VHR1 phosphatase inhibitors, primary screen, biochemical, absorbance, uHTS | Dual specificity protein phosphatase 3 (Homo sapiens), P51452 | recombinant VHR phosphatase, pNPP absorbance | inhibition, % at 13.3 µM | hit rate 0.52% among 290,000 | AID 1654, 2009; in the data active means inhibition above about 50%; further: some compounds called inactive have numbers as strong as hits
Target sequence (P51452 whole entry, looked up): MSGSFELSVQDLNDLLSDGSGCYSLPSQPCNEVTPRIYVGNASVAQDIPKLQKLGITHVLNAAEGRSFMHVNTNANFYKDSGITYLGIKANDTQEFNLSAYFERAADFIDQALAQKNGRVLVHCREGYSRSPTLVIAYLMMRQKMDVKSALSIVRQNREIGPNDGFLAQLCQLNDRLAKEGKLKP
Y pestis TopoI – Yersinia pestis topoisomerase I inhibitors, primary screen, biochemical, cleavage product accumulation, plate reader, single point; DNA topoisomerase I (Yersinia pestis CO92); Y. pestis Topo-I cleavage product accumulation; activity, % at 10 µM; hit rate 0.064% among 360,000; in the data active means activity above about 50%, passing the limit was not always enough; further: inactives centre near 2
CCHFV vOTU inh – CCHFV vOTU protease inhibitors, primary screen, biochemical, Pep-AMC substrate, fluorescence. inhibition, % at 11.5 µM. hit rate 0.55% among 370,000. AID 651958, 2012; in the data active means inhibition above about 30%; further: 0% = vehicle wells with enzyme and 100% = no enzyme wells
SSB-PriA inh – inhibitors of Klebsiella pneumoniae PriA binding to SSB C-terminal tail, primary screen, biochemical, AlphaScreen; hit rate 0.6% among 430,000; AlphaScreen SSBct-PriA binding, biotinylated peptide; inhibition, % at 33 µM; AID 1272365, 2023; in the data active means inhibition mostly above about 37%, no sharp cut-off; inactive means mostly below about 20%;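 further: plate controls were negative control peptide for no effect and reference peptide for full effect; strong numbers were not always called active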
PrPC TRFRET – inhibitors of human cell surface prion protein PrPC, primary screen, cell-based, TR-FRET; hit rate 0.43% among 370,000; Major prion protein (Homo sapiens), P04156; inhibition, % at 13.8 µM; TR-FRET read-out; in the data active means inhibition above about 24%; further: 0% = median of the test wells and 100% = reference compound wells
* hit, by the source's call; i = inactive; · = not tested or not shown; & = joins results of further samples. These rows are one share of the data; count on the stated rates, not on these rows.

structure	BH1578 lux ind	MazF activator	TcdB GH inh	Rv3671c protease	3CLpro inhibitor	DUSP3 inh	Y pestis TopoI	CCHFV vOTU inh	SSB-PriA inh	PrPC TRFRET
C#CCOCCOCCOCCNc1nc(N2CCN(C(=O)CCCCCCCCCCNC(=O)Cn3cc(CCCCCN)nn3)CC2)nc(N2CCN(C(=O)CCCCCCCCCCNC(=O)[C@H]([C@@H](C)CC)n3cc(CCCCCN)nn3)CC2)n1	-0.5	-18	·	-13	·	·	-7	·	25	·
NC(N)=N/N=C/c1ccccc1OC(F)F	6.1	5	1.0	-4	1	26	0	-7	·	-7
CCOc1ncccc1C(=O)OCC(=O)Nc1cc(C(C)(C)C)ccc1OC	i	-5	-1.1	13	·	·	9	8	-15	1
Cc1ccc(-c2nn(CC(=O)NCCN3CCOCC3)c(=O)c3ccccc23)cc1	-0.6	4	·	-5	-2	5	7	6	-18	1
O=C(N/N=C\c1ccc(Sc2ccccn2)o1)c1cccc(Br)c1	-0.2	6	·	0	1	16	-4	11	·	3
O=Cc1ccc(F)c([B-](F)(F)F)c1	-0.6	3	-0.7	·	·	·	4	-2	-5	-4
CCCCN(C)CCCNC(=O)C1(O)c2ccccc2NC(=O)N1c1ccc(Cl)cc1 (configuration not stated)	1.4	0	1.2	11	-1	·	0	0	-6	3
CC(=O)Nc1ccc(Nc2c([N+](=O)[O-])c(=O)n(-c3ccccc3)c3ccccc23)cc1	i	6	0.7	16	3	7	1	-3	-8	-3
O=C1c2nccnc2C(=O)N1c1ccc(F)cc1	-0.2	-8	-0.7	5	-2	17	-2	-20	-3	-1
CN1CCN(c2cc(N3CCCCCC3)c(F)cc2[N+](=O)[O-])CC1	-0.2	-1	·	-2	0	-6	18	17	10	-28
COc1ccc(CNC(=O)C2CC(c3ccc(C(F)(F)F)cc3)=NO2)cc1 (configuration not stated)	0.5	4	0.0	3	·	15	0	2	-6	-7
CC12COC3(C(=O)Nc4nccs4)CC1CCC32C (configuration not stated)	i	12	·	-1	-2	28	4	0	-7	-2
COC(=O)c1ccc(OC(=O)CCc2cc(OC)c(OC)c(OC)c2)cc1	i	-4	1.4	10	-3	2	5	9	-13	-1
CCCC(c1nnnn1CC(=O)OCC)N(Cc1cc2c(C)cc(C)cc2[nH]c1=O)C1CCCC1 (configuration not stated)	5.6	-3	·	0	2	14	23	4	-1	0
COc1ccccc1-c1c(C#N)c(N)nc2c1CCC2	-0.3	-3	0.1	7	-1	-3	-6	-20	0	0
O=C(NCC(c1ccco1)N1CCCC1)c1ccc(Cl)c(S(=O)(=O)N2CCc3ccccc32)c1 (configuration not stated)	i	-4	0.3	-14	·	·	8	-4	12	18
CCN1C(=O)C2(C(C(=O)c3ccc(C)o3)=C(O)C(=O)N2CCCN(C)C)c2ccccc21 (configuration not stated)	i	-4	1.3	-8	5	-4	5	-9	1	7
CCOCCOC(=O)C(C)Sc1n[nH]c(=O)[nH]c1=O (configuration not stated)	i	8	·	14	-6	-1	10	5	-22	-5
CCn1c(CSc2nc3ccccc3s2)nnc1SCC(=O)c1ccc2c(c1)OCCO2	0.3	-2	·	-11	-1	·	42	-2	7	-4
Cc1nn(CC(=O)Nc2nnc(CC(=O)N3CCCC3)s2)c(=O)c2ccccc12	-0.3	8	·	6	-3	0	6	9	0	2

Complete entries, looked up by structure. Screens in order: BH1578 lux ind, MazF activator, TcdB GH inh, Rv3671c protease, 3CLpro inhibitor, DUSP3 inh, Y pestis TopoI, CCHFV vOTU inh, SSB-PriA inh, PrPC TRFRET
CCOCCOC(=O)C(C)Sc1n[nH]c(=O)[nH]c1=O (configuration not stated) across the screens: i, 8, ·, 14, -6, -1, 10, 5, -22, -5
COC(=O)c1ccc(OC(=O)CCc2cc(OC)c(OC)c(OC)c2)cc1 across the screens: i, -4, 1.4, 10, -3, 2, 5, 9, -13, -1

Following part
structure	BH1578 lux ind	MazF activator	TcdB GH inh	Rv3671c protease	3CLpro inhibitor	DUSP3 inh	Y pestis TopoI	CCHFV vOTU inh	SSB-PriA inh	PrPC TRFRET
CC(=O)Nc1ccccc1-c1nc2ccc(C(=O)N3CCN(c4cccc(C)c4)C(C)C3)cc2[nH]c1=O (configuration not stated)	-0.4	0	0.3	-1	0	19	21	-4	-4	-8
Cc1cccc(N2CCN(S(=O)(=O)c3ccc4c(c3)n(C)c(=O)c(=O)n4C)CC2C)c1 (configuration not stated)	-1.8	-15	·	-6	0	34	-11	2	-1	0
CCCCn1c(N)c(N(CC(C)C)C(=O)CC(NC(=O)c2ccccc2)c2ccccc2)c(=O)[nH]c1=O (configuration not stated)	1.9	0	2.0	3	·	·	11	26	1	8
COC(=O)c1sccc1N/N=C/c1ccc(OC)c(OC)c1OC	-3.1	1	1.9	3	-4	-8	0	-7	·	-4
CC(C)(C)c1ccc(CSc2nnc(-c3ccccn3)n2Cc2ccco2)cc1	-0.4	4	4.2	-8	5	-15	11	21	-7	0
CC(=O)N/C(=C\c1ccccc1)C(=O)OCC(=O)c1c(N)n(C)c(=O)n(C)c1=O	2.9	8	2.0	9	·	·	3	-20	-12	4
Cc1ccc(NC(=O)NC2=N/C(=C(/C#N)C(=O)N3CCCC3)c3ccccc32)cc1	-0.2	3	·	2	·	28	-9	16	-5	-26
CC1=C(C(=O)Nc2cc(C(=O)N3CCN(c4cccc(C)c4C)CC3)ccc2C)SCCO1	i	2	1.0	5	7	6	4	4	1	10
COc1ccc(N(CC(=O)Nc2cc(C)cc(C)c2)S(=O)(=O)c2ccccc2[N+](=O)[O-])c(OC)c1	-1.4	6	3.8	-12	6	6	7	20	12	-10
Cc1cccc(NC(=O)CNC(=O)C23CC4CC(CC(Cl)(C4)C2)C3)n1	-2.0	1	6.8	2	·	·	13	-1	-2	1
CCCCN(C)C(=O)c1cc2cc([N+](=O)[O-])cc(OC)c2oc1=O	i	8	-0.2	-1	3	1	8	-1	2	-11
O=C(NCCCC(=O)N1CCCCC1)c1ccc(Cl)cc1	i	5	-0.7	·	2	50	-1	-2	-4	-1
CCOC(=O)c1ccc(N=C2SC(C(=O)NCCc3ccccc3)CC(=O)N2C)cc1 (configuration not stated)	-0.6	4	0.6	4	1	1	16	-7	-14	3
Nc1nc2ccc(C(=O)Nc3ccc(N4CCOCC4)cc3)cc2s1	i	9	0.9	-2	·	·	-11	12	-15	-2
Cc1cc(=O)[nH]c(Nc2c(C)n(C)n(-c3ccccc3)c2=O)n1	-0.5	4	·	-4	-1	6	-5	14	-11	4
C=CCn1c(SCC(=O)NC)nnc1C12CC3CC(CC(C3)C1)C2	-0.2	1	1.6	9	-4	1	-16	-15	2	-8
CC(C)N1C(=O)CCC1C(=O)N1CCC(Cc2ccccc2)CC1 (configuration not stated)	-0.3	8	-3.8	-8	1	-11	-7	0	-8	-10
COc1cccc(CNC(=O)C2CCC(CNS(=O)(=O)c3cccc4nsnc34)CC2)c1 (configuration not stated)	0.0	11	1.7	-9	1	8	-8	-3	-9	-21
O=C(Cc1ccc(F)cc1)Nc1c2c(nn1-c1cccc(Cl)c1)CS(=O)C2 (configuration not stated)	-0.7	12	·	-5	3	14	-4	10	2	9
CCOc1ccc(CCNC(=O)COc2cccc(-n3cnnn3)c2)cc1OCC	-1.4	9	2.0	5	·	·	1	2	-2	6
CCCCNC(=S)NNC(=O)C1=NN(c2cc(C)ccc2C)C(=O)CC1	i	-3	-0.9	3	1	-3	0	5	-5	2
COc1ccc(Cc2noc(=O)[nH]2)cc1	0.5	9	-7.5	·	·	·	5	-11	·	4
Cc1nnc(NS(=O)(=O)c2ccc(Br)cc2)s1	-0.4	0	-0.5	1	0	-13	-9	13	-6	14
COC(=O)[C@H](CCSC)NC(=O)Cn1cnc(C(=O)Nc2ccc(C)c(C)c2)n1	i	3	-1.0	·	·	·	1	16	2	1
Cc1nc2ccc(NC(=O)c3ccc(S(=O)(=O)N4CCOCC4)cc3)cc2s1	0.5	5	·	4	-7	0	-2	24	-3	9
Cc1[nH]c2ccc(Br)cc2c(=S)c1C/C=C/Cl	i	5	1.4	-2	0	8	2	3	-10	14
O=S(=O)(C(=CNc1ccccc1)S(=O)(=O)c1ccccc1)c1ccccc1	i	9	·	-3	4	5	6	0	-17	9
Cc1ccc(N2CCCn3c2cc(C)c(C#N)c3=O)cc1Cl	i	6	·	-8	-3	22	27	8	-10	-1
Cc1ccc2cc(C=C(C#N)C#N)c(N3CCCCC3)nc2c1	2.5	-99	1.2	10	-3	23	-3	3	14	6
Cc1ccnc(SCC(=O)NC2CC2)n1	-0.5	15	1.1	-12	0	6	2	19	2	-4
Cc1ccc(S(=O)(=O)N2C(=O)c3cccc4cccc2c34)cc1	i	-20	2.1	5	1	25	0	3	-7	2
Cn1cccc1C(=S)N1CCOCC1	-10	-1	·	2	-10	17	3	8	-7	-2
O=C(NC(=S)Nc1ccccc1)c1cncc(C#Cc2ccccc2)c1	i	5	1.5	-10	-8	5	24	-11	-14	-1
O=C(Nc1cc(Cl)cc(Cl)c1)C(NCC1CCCO1)c1ccccc1 (configuration not stated)	2.7	-10	1.3	-17	6	30	9	7	-16	12
Cc1cc(Nc2ccc3c(c2)OCCO3)c2ccccc2n1	-0.2	5	0.5	-4	-2	-4	-2	8	-9	-5
CCOC(=O)CN=C1CC(C)(C)CC2=C1Sc1ncnc(N(C)C)c1N2	i	0	-1.6	-1	0	23	16	·	-9	·
O=C(NC1CCCCC1)c1cc(S(=O)(=O)N2CCCCC2)ccc1N1CCOCC1	3.1	-1	2.2	-2	·	·	13	4	-8	4
CC(=O)c1ccc(OC(NC(=O)c2ccco2)C(Cl)(Cl)Cl)cc1 (configuration not stated)	i	-5	1.9	12	0	12	4	0	-10	2
COc1ccccc1C(=O)NNC(=O)CCC(=O)NCc1ccccc1	-0.2	5	0.4	4	0	1	8	-4	5	-4
OCc1cc(-c2ccccn2)no1	i	11	1.2	6	·	·	-5	-7	-1	3
Cc1ccc(-n2nc3c(=O)n(C(C)C(=O)NCc4ccc5c(c4)OCO5)nc(C)c3c2C)cc1 (configuration not stated)	i	3	-6.7	-7	0	34	24	-4	-3	6
C[C@H](CO)N1C[C@H](C)[C@@H](CN(C)C(=O)Nc2ccc3c(c2)OCCO3)OCc2cnnn2CCCC1=O	-0.4	7	0.3&-1.1	·	·	·	-4	3	·	6
CS(=O)(=O)N1N=C(c2cccs2)CC1c1ccc(F)cc1 (configuration not stated)	-0.4	-6	1.2	-19	5	-2	2	9	0	1
CCCCCCC(=O)N/N=C/c1c(O)n(C2CC2)c(=S)[nH]c1=O	-0.6	-4	2.2	8	1	17	6	1	·	4
CCCCNC(=O)C1(C)CCN1C(=O)c1ccc(C(F)(F)F)nc1C (configuration not stated)	i	·	-0.6	·	·	·	4	11	·	-11
Cc1cc(Cl)nc2ccc(Cc3ccc4nc(Cl)cc(C)c4c3)cc12	i	-37	0.0	-12	-4	-12	38	-3	-12	11
CCCCCN(C(=O)CCC(=O)OCc1cccc(Cl)c1)c1c(N)n(CCCC)c(=O)[nH]c1=O	i	0	0.7	-2	·	·	14	14	-5	7
